Compound activity as filed in PubChem BioAssay.
V1aR counter: counter-screen for oxytocin receptor agonists: human V1a receptor agonists | hit rate 0.25% among 320,000 | activation, % at 3 µM | AID 2797 | P37288 | CHO-V1R cells, Fluo-8 calcium fluorescence, agonist mode; 0% DMSO, 100% 3 nM vasopressin;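 active = activation above the mean activation of all tested compounds plus 3 SD, per screening run, cut at about 20% in these data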;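 also: signal is peak over basal fluorescence ratio across a 100 second FLIPR read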
Target sequence (P37288 whole entry, looked up): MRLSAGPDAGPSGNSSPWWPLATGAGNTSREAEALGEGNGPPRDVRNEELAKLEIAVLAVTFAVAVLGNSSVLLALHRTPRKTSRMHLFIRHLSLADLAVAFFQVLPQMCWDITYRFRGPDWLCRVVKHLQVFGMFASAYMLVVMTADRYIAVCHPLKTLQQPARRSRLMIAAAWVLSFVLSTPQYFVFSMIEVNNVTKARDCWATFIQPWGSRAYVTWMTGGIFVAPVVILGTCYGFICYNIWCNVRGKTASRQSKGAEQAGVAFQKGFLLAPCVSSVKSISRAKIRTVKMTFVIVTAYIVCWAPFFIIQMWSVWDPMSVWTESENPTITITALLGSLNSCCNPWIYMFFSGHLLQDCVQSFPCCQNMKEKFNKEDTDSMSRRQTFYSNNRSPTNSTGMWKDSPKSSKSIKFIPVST
NALP1 inh: NALP1 inhibition; S. cerevisiae NALP1/ASC/caspase-1 growth, X-gal OD620, 72 h; inhibition, % at 10 µM; hit rate 0.61% among 280,000; in the data active = inhibition mostly above about 24%, no sharp cut-off; inactive = mostly below about 32%; also: some compounds called inactive have numbers as strong as hits
GalR3 antag: human GalR3 antagonism. O60755. HEK293 GalR3-CNG cAMP membrane potential fluorescence; galR3 body fused to GalR1 C-terminus. inhibition, % at 3 µM. hit rate 0.44% among 360,000. AID 651719;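 active = inhibition above the screen-wide average plus 3 SD, cut at about 13% in these data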;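 also: forskolin and galanin both at EC90 stimulate the cells; cAMP rise reported by CNG channel membrane potential dye signal; 0% = forskolin plus galanin with DMSO and 100% = forskolin alone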
OXTR ag: agonists of human oxytocin receptor; CHO-OTR cells, Fluo-8 calcium fluorescence; normalized: DMSO 0%, oxytocin 100%; activation, % at 3 µM; AID 2435; hit rate 0.32% among 320,000;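 active = activation above the mean of all tested compounds plus 3 SD, cutoff set per screening run, cut at about 20% in these data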;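 also: peak over basal fluorescence ratio from a 100 s FLIPR kinetic read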
Target sequence (P30559 whole entry, looked up): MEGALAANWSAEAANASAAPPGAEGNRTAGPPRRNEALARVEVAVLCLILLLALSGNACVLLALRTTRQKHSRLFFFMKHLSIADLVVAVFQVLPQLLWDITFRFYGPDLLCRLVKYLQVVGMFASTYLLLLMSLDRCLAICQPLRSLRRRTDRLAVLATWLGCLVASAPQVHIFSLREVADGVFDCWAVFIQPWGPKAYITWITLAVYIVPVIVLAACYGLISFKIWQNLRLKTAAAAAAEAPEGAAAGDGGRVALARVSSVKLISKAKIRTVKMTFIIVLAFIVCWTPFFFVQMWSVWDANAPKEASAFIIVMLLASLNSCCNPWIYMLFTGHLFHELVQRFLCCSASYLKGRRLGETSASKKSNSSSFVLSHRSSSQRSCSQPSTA
MEKK2 mut-MEK5: signal of MEK5 binding to mutant human MEKK2 PB1 domain; bead flow cytometry, Alexa488-MEK5 binding to MEKK2 mutant; percent response, % at 10 µM; hit rate 0.35% among 290,000; in the data active = percent response above about 24%, passing the limit was not always enough; also: inactives centre near 1; some results filed as inactive read as strong as hits
GPR7 antagonist: blocks human GPR7 receptor signaling. hit rate 1.1% among 290,000. inhibition, % at 4.4 µM. GPR7-expressing cells, fluorescence antagonist assay. P48145; in the data active = inhibition above about 16%, passing the limit was not always enough;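 also: cells stimulated with the agonist NPW; 0% = agonist with vehicle and 100% = vehicle without agonist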
MEKK2wt PB1 HTS: raises or lowers MEK5 binding to wildtype human MEKK2 PB1 domain | AID 1531 | binding response (% of control), % at 10 µM | Q9Y2U5 | bead flow cytometry, Alexa488-MEK5 binding to MEKK2 WT; actives lie on both sides | hit rate 1.1% among 290,000; in the data active = binding response below about 67% or above about 130%
M18AAP inhibitor: PfM18AAP enzyme inhibition. inhibition, % at 7.35 µM. AID 1822. hit rate 1.2% among 290,000. recombinant PfM18AAP, H-Glu-NHMec fluorogenic cleavage;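 active = inhibition above the campaign mean inhibition over all tested compounds plus 3 SD, cut at about 28% in these data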;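 also: 0% = plate median of test compound wells and 100% = 2 mM ZnCl2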
OXTR potentiate: potentiates the human oxytocin receptor response; hit rate 0.061% among 320,000; P30559; activation, % at 3 µM; CHO-OTR cells, Fluo-8 calcium fluorescence, potentiator mode; 0% = oxytocin EC15, 100% = EC100; AID 2445;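 active = activation above that plate's cutoff, the mean activation of tested compounds plus 3 SD, cut at about 6.6% in these data, passing the limit was not always enough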;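 also: 100% uses oxytocin at 75 nM as the full agonist control; some results filed as inactive read as strong as hits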
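Assay system: CHO cell line stably expressing human OTR. Reagent: EC15 oxytocin agonist. Dosing: single dose, 3.0 µM nominal final compound concentration. Timing: compound 6 min at room temperature before oxytocin, 100 s read. Signal: kinetic Fluo-8 calcium fluorescence. Controls: oxytocin EC15 low and EC100 high.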
* hit, by the source's call; x = no result given.

Below each compound – MEKK2 mut-MEK5	V1aR counter	GPR7 antagonist	M18AAP inhibitor	OXTR ag	OXTR potentiate	NALP1 inh	GalR3 antag	MEKK2wt PB1 HTS
> COc1cccc(N2CCN(C(=O)CC(C)(C)CC3=NS(=O)(=O)c4ccccc4N3)CC2)c1
  1.0	14.3	-6.4	-4.0	11.6	-14.4	-1.6	-3.2	101.0
> Cc1cc(C)c(NC(=O)CNC(=O)COC(=O)C2=COCCO2)c(C)c1
  x	0.8	x	x	-0.2	-4.6	x	-2.4	x
> CC(=O)c1cccc(N(CC(=O)Nc2ccc(F)cc2)S(C)(=O)=O)c1
  -2.0	0.8	-9.4	2.0	-0.4	2.5	33.6	0.6	97.0
> COc1ccc2[nH]c(=O)c(CN(c3ccc(C)c(C)c3)S(C)(=O)=O)cc2c1
  -10.0	-0.4	0.9	-8.2	-0.4	-5.9	9.8	-7.1	86.0
> COc1cccc2cc(-c3cc(=O)oc4ccc(OCC(C)=O)cc34)oc12
  -3.0	-1.6	-3.9	-8.4	-3.1	-5.5	31.1	-1.1	100.0
> CCOc1ccc(NC(=S)NC(=O)c2cnn(CC)c2)c([N+](=O)[O-])c1
  -4.0	x	-10.3	2.4	x	x	13.3	-1.2	95.0
> O=C(NC1CCCCC1)c1cc(S(=O)(=O)N2CCOCC2)ccc1Cl
  -5.0	0.2	-4.8	-8.7	0.6	-4.4	29.2	-3.7	99.0
> Cc1csc(SCC(=O)Nc2cc(S(=O)(=O)N3CCCC3)ccc2Cl)n1
  1.0	-0.5	-0.3	1.2	-1.5	-1.3	-8.8	-1.2	103.0
> COc1ccc(-c2nnc(SCC(=O)NC(C)c3ccccc3)o2)cc1OC (stereo unspecified)
  8.0	0.3	-5.9	7.8	0.4	-23.5	15.2	-3.8	107.0
> C=CC[C@@H](CC(=O)OC(C)(C)C)C(=O)OC[C@H]1CCCN1C(=O)[C@@H](CC=C)CC(=O)NCCO
  x	0.4	x	x	0.5	3.6	x	-3.1	x
> Cc1noc(C)c1COC(=O)C(c1ccccc1)c1ccccc1
  -1.0	-1.8	-7.0	-0.6	-2.4	-4.2	-3.0	-8.2	108.0
> CCOc1ccc(C(=O)NCC(c2ccco2)N2CCOCC2)cc1 (stereo unspecified)
  x	-2.0	x	x	-0.6	-16.4	x	-2.6	x
> N#CCCN(C(=O)COC(=O)c1ccc2c(c1)OCCO2)c1ccccc1
  x	0.9	x	x	1.5	-3.0	x	-5.3	x
> Cc1cc(C)cc(CC(Cc2nc3ccccc3[nH]2)c2nc3ccccc3[nH]2)c1 (stereo unspecified)
  -5.0	3.2	-12.9	1.7	5.0	-7.8	x	-4.9	98.0
> COc1ccc(-c2cc(C(F)(F)F)nc(N3CCCCCC3)n2)cc1
  0.0	0.0	-9.0	-2.6	0.0	-19.6	15.2	-1.4	110.0
> CCN(CC(=O)Nc1ccc(NC(C)=O)cc1)CC(=O)Nc1cc(C)on1
  x	0.3	x	x	1.5	2.3	x	-1.6	x
> CSc1ccccc1NC(=O)c1noc(C)c1[N+](=O)[O-]
  2.0	0.0	3.0	-2.6	0.1	-3.7	13.6	-4.4	102.0
> COc1ccccc1C(=O)NNC(=O)c1ccc(NC(=O)c2ccccc2)cc1
  -5.0	1.2	-6.9	-3.4	0.3	-17.0	9.5	-3.4	87.0
> CCOc1ccccc1C(=O)n1nc(C)cc1C
  2.0	-0.4	9.7	2.8	-1.0	9.9	14.9	-4.1	99.0
> CC(=O)N1CCN(C2=NC(=O)/C(=C/c3ccc(OS(=O)(=O)c4ccccc4)cc3)S2)CC1
  4.0	11.5	-6.5	2.7	7.3	-5.7	8.2	-7.7	110.0
> COc1cccc(-n2ccnc2SCC(=O)Nc2nccs2)c1
  -1.0	0.4	-9.6	-0.2	0.0	-5.7	2.2	-1.6	110.0
> CC(Sc1nc(N)cc(N)n1)C(=O)NCC1CCCO1 (stereo unspecified)
  x	0.0	x	x	0.1	-5.0	x	-1.2	x
> Cc1cc(=O)[nH]c(SCC(=O)Nc2ncc(S(=O)(=O)c3ccc([N+](=O)[O-])cc3)s2)n1
  6.0	0.9	-8.4	3.3	-0.3	-10.5	1.0	-3.0	100.0
> Nc1nc(SCC(=O)NCCN2CCOCC2)nc2sc3c(c12)CCC3
  0.0	-0.7	-3.9	12.2	-0.7	-3.2	3.1	-5.9	112.0
> COC(=O)C1C(=O)C2=C(CC1C)NC(C)=C(C(=O)OC1CCCCC1)C2c1ccc(N(C)C)cc1 (stereo unspecified)
  -2.0	-0.9	6.5	9.7	-1.4	-15.4	10.4	-5.5	96.0
> Nn1c(SCc2csc(-c3ccccc3)n2)nnc1-c1cccs1
  -2.0	2.3	5.4	12.2	0.5	-11.4	x	-4.2	90.0
> CCOc1ccccc1N(C)S(=O)(=O)c1ccc2c(c1)N(C(C)=O)CCO2
  7.0	3.7	1.6	-3.5	4.6	-8.0	8.9	-9.2	104.0
> O=C(CSc1nnc(-c2ccncc2)o1)NCc1ccccc1
  -2.0	-0.7	-3.4	-11.2	0.1	-7.1	7.8	-5.4	103.0
> Cc1ccc(C(=O)NCc2ccc3c(c2)OCO3)cc1
  14.0	-0.2	-7.3	13.8	-1.2	4.9	4.2	-7.2	110.0
> Cc1ccccc1-n1c(C)cc(/C=C2/C(=N)N3C(c4ccccc4)=CSC3=NC2=O)c1C
  15.0	0.8	11.4	-5.2	1.4	-1.8	19.5	-6.6	125.0
> O=C1C=C(c2ccccc2)C(=O)N1Nc1ccccc1
  3.0	2.1	1.0	0.9	2.3	-7.9	-0.6	-0.3	105.0
> Cc1onc(-c2ccccc2)c1C(=O)N/N=C/c1cc2c(cc1Br)OCO2
  -1.0	0.2	-2.4	2.4	0.4	-5.4	12.1	-1.1	98.0
> O=C(c1ccco1)N1C2C=CC(C2)C1(C(F)(F)F)C(F)(F)F (stereo unspecified)
  x	0.0	-10.7	3.0	-0.2	-4.5	9.1	1.8	x
> COc1cc(NC(=S)Nc2ccc(Br)cc2Cl)c(OC)cc1Cl
  3.0	0.1	5.2	7.4	-2.8	-5.8	6.2	-1.1	105.0
> CCN(C(=O)c1ccco1)c1nnc(-c2cccnc2)s1
  -3.0	0.3	-10.5	-8.7	-0.1	-8.6	14.8	-7.7	95.0
> O=[N+]([O-])c1ccccc1/C=N/n1c(-c2ccccc2)n[nH]c1=S
  2.0	-0.3	-14.9	15.9	-1.6	4.3	-2.2	11.7	103.0
> C/C(=N\NC(=S)NC1CCCCC1)c1ccccc1
  1.0	-0.1	8.5	-5.8	-2.4	-5.7	7.1	-7.1	90.0
> O=S(=O)(NC1=NCCCCC1)c1ccc2ccccc2c1
  -1.0	-0.3	-11.0	1.9	1.5	-4.9	34.8	-0.2	103.0
> O=C(NCCCN1CCOCC1)c1onc(CSc2ccccc2)c1C(=O)NCCCN1CCOCC1
  6.0	-0.2	x	x	-1.0	-4.5	x	-5.7	113.0
> Cn1c(CCNC(=O)c2cccs2)nnc1SCC(=O)N1CCN(c2ccccc2)CC1
  6.0	-0.2	-19.8	7.3	0.5	4.6	2.1	-8.0	103.0
> COc1ccccc1CNC(=O)COC(=O)c1cc(C)oc1C
  7.0	-0.9	-8.5	-0.8	-2.2	-4.7	-1.5	-5.4	103.0
> Cc1ccc(CN2C3CCCC2CC(NC(=O)c2ccc(C)cc2)C3)cc1 (stereo unspecified)
  52.0*	-0.1	-12.0	0.3	-2.1	-4.4	10.2	-5.1	200.0*
> Cc1ccccc1Nc1nc(N)nc(CSc2nc3ccccc3c(=O)n2C)n1
  -5.0	1.9	0.3	12.3	2.4	-4.5	3.4	0.3	95.0
> OC1CCN(C(=S)Nc2ccc(Nc3ccccc3)cc2)CC1
  -2.0	1.1	-4.2	7.4	1.4	-7.5	11.3	-2.1	96.0
> Cc1noc2ncnc(Oc3ccc(Cl)cc3Cl)c12
  4.0	-1.6	-16.8	2.4	-1.8	5.0	-8.4	-8.0	104.0
> Fc1ccc(-n2nnc(-c3cccnc3)n2)cc1
  3.0	-0.6	-9.3	7.1	-0.5	4.0	-0.1	10.3	100.0
> COc1ccc2nc(NC(=O)CSc3nnc(N)s3)sc2c1
  -2.0	1.0	4.9	-14.2	-0.5	-1.1	28.8	2.9	100.0
> CCOc1ccccc1C(=O)Nc1nnc(CC)s1
  7.0	0.2	-12.8	-1.6	-1.4	1.0	6.2	x	97.0
> COc1cccc2c1C(=O)CC1C2CCC2CC(=O)CCC21C (stereo unspecified)
  x	0.7	x	x	0.5	-9.5	x	-5.3	x

A run of entries of the results above, for reference:
Below each compound – MEKK2 mut-MEK5	V1aR counter	GPR7 antagonist	M18AAP inhibitor	OXTR ag	OXTR potentiate	NALP1 inh	GalR3 antag	MEKK2wt PB1 HTS
> CCOc1ccccc1N(C)S(=O)(=O)c1ccc2c(c1)N(C(C)=O)CCO2
  7.0	3.7	1.6	-3.5	4.6	-8.0	8.9	-9.2	104.0
> O=C(CSc1nnc(-c2ccncc2)o1)NCc1ccccc1
  -2.0	-0.7	-3.4	-11.2	0.1	-7.1	7.8	-5.4	103.0
> Cc1ccc(C(=O)NCc2ccc3c(c2)OCO3)cc1
  14.0	-0.2	-7.3	13.8	-1.2	4.9	4.2	-7.2	110.0
> Cc1ccccc1-n1c(C)cc(/C=C2/C(=N)N3C(c4ccccc4)=CSC3=NC2=O)c1C
  15.0	0.8	11.4	-5.2	1.4	-1.8	19.5	-6.6	125.0
> O=C1C=C(c2ccccc2)C(=O)N1Nc1ccccc1
  3.0	2.1	1.0	0.9	2.3	-7.9	-0.6	-0.3	105.0
> Cc1onc(-c2ccccc2)c1C(=O)N/N=C/c1cc2c(cc1Br)OCO2
  -1.0	0.2	-2.4	2.4	0.4	-5.4	12.1	-1.1	98.0
> O=C(c1ccco1)N1C2C=CC(C2)C1(C(F)(F)F)C(F)(F)F (stereo unspecified)
  x	0.0	-10.7	3.0	-0.2	-4.5	9.1	1.8	x
> COc1cc(NC(=S)Nc2ccc(Br)cc2Cl)c(OC)cc1Cl
  3.0	0.1	5.2	7.4	-2.8	-5.8	6.2	-1.1	105.0
> CCN(C(=O)c1ccco1)c1nnc(-c2cccnc2)s1
  -3.0	0.3	-10.5	-8.7	-0.1	-8.6	14.8	-7.7	95.0
> O=[N+]([O-])c1ccccc1/C=N/n1c(-c2ccccc2)n[nH]c1=S
  2.0	-0.3	-14.9	15.9	-1.6	4.3	-2.2	11.7	103.0
> C/C(=N\NC(=S)NC1CCCCC1)c1ccccc1
  1.0	-0.1	8.5	-5.8	-2.4	-5.7	7.1	-7.1	90.0

This is a random part of the collection. Share with any hit: about 4.1%.
